Screens (PubChem)
BCR signal inh: chronic active BCR signaling inhibition | ABC-DLBCL IkBa-CBG/CBR reporter, luminescence ratio, 4 h | Potency, µM (top dose mostly 46.1 µM), without a hit: at the highest dose ratio change, negative = lower green/red ratio, actives largely listed as inhibitors | actives 0.05% (n = 340,000) | AID 493014; active means well fitted inhibition curve with a large enough effect in the signal ratio, with a control signal flat, not every such curve was filed as active; inconclusive means small, poorly fitted or top-dose-only effect, or effect the other way, or a change in a side signal; the % refers to the signal ratio;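 further: potency means the concentration at half of the fitted maximal effect; plate controls were basal doxycycline-induced cells for no effect and cells given 10 µM MG132 for full effect; MG132 reads +100%, hits lower the ratio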
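TMD8 human ABC-DLBCL cells with doxycycline-inducible IκBα–green luciferase fusion and unfused red luciferase, in 0.5% FBS medium; compounds up to 46 uM, 4 h at 37C. Green/red luminescence ratio, filter-overlap corrected, fitted to concentration-response curves.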
Giardia kill: kills Giardia lamblia. Giardia lamblia trophozoite viability. activity change, % at 7.66 µM, hits read low. actives 0.15% (n = 340,000); in the data active means activity change below about -80%; inconclusive means between about -30% and that limit;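 further: parasites exposed to compound for two days anaerobically before the ATP read; on the % scale 0 is the no-effect control and ±100 the full control effect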
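ATP-content bioluminescence gauges trophozoite survival. Cells (100/well) receive compound and incubate anaerobically for 48 hrs at 37 deg C; detection reagent follows for 15-30 min at room temperature.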
AT treatment: potential ataxia-telangiectasia treatments restoring KAP-1 phosphorylation; Potency, µM (series often up to 57.5 µM), for the others: top-dose activation, actives largely listed as activators; […] A-T fibroblasts, KAP-1 phosphorylation AlphaLISA; neocarzinostatin DNA damage 30 min before lysis; actives 0.19% (n = 320,000); further: potency means the concentration at half of the fitted maximal effect; % of control where 0% means no effect; nearly all actives have a fitted effect of over 45% in size
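hTERT-immortalized A-T patient fibroblasts ([…]), 500 cells/well in OPTI-MEM, 1% FBS, got compounds for 60 min, then NCS for 30 min at 37C. Lysates were then assayed for phospho-KAP-1 by AlphaLISA (anti-pKAP1 donor, anti-KAP1 acceptor beads), 6 hr at 25C.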
GALK inh: blocks human galactokinase activity; P51570; Purified GALK, Kinase-Glo residual ATP luminescence; Potency, µM (doses to about 57.5 µM), without a hit: at the highest dose activity change, negative = inhibition, hits mostly inhibitors; actives 0.007% (n = 270,000); AID 1868; further: potency means the concentration at half of the fitted maximal effect; on the % scale 0 is the no-effect control and ±100 the full control effect
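Luminescence from leftover ATP (Ultra-Glo luciferase/luciferin) served as read-out after a 1 h room-temperature reaction of 5 nM GALK with 35 uM ATP and 100 uM galactose.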
TSHR antag: blocks TSH signaling through the human TSH receptor. actives 0.2% (n = 330,000). TSHR-expressing cells, TSH-stimulated cAMP HTRF, 2 h; stronger effect = lower value. activity change, negative = inhibition, % at 11.5 µM. P16473;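 active means activity change below a set negative limit, meaning inhibition stronger than a set level, cut at about -70% in these data; inconclusive means activity change between two set negative limits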; further: on the % scale 0 is the no-effect control and ±100 the full control effect
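TSHR-expressing cells were treated with compounds, then stimulated with TSH at EC80 (4nM final) for 2 hours at 37 deg C. Cellular cAMP was measured by HTRF competition between lysate cAMP and cAMP-d2 for a cryptate-labelled anti-cAMP antibody.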
TCR activator: activates T cell receptor signaling | primary human leukocytes, anti-CD3, IL-2 HTRF, 48 h | AID 504894 | 330,000 tested, under 10 active | Potency, µM (top dose mostly 9.22 µM), inactives show at the top dose activation of IL-2 secretion, usual class: activators; further: % of control where 0% means no effect
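1) Mix primary human leukocytes, a-CD3 beads and compound. 2) Incubate 48 hr. 3) Add HTRF IL-2 reagents (a-IL-2-K, a-IL-2-d2).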
MLL CXXC-DNA inh: MLL CXXC-DNA interaction inhibition. MLL-CXXC / FITC-HOXA9 DNA fluorescence polarization. Q03164. Potency, µM (doses to about 115 µM), for inactives: at the top dose activity change, negative = inhibition, hits mostly inhibitors. actives 0.037% (n = 290,000); active means well fitted inhibition curve with a large enough effect in the polarisation, with a control signal flat, not every such curve was filed as active; inconclusive means small, poorly fitted or top-dose-only effect, or effect the other way, or a change in a side signal; inactive means no such curve, though single readings can be large or run the other way; the % refers to the polarisation; further: potency means the concentration at half of the fitted maximal effect
Target sequence (Q03164 whole entry, looked up): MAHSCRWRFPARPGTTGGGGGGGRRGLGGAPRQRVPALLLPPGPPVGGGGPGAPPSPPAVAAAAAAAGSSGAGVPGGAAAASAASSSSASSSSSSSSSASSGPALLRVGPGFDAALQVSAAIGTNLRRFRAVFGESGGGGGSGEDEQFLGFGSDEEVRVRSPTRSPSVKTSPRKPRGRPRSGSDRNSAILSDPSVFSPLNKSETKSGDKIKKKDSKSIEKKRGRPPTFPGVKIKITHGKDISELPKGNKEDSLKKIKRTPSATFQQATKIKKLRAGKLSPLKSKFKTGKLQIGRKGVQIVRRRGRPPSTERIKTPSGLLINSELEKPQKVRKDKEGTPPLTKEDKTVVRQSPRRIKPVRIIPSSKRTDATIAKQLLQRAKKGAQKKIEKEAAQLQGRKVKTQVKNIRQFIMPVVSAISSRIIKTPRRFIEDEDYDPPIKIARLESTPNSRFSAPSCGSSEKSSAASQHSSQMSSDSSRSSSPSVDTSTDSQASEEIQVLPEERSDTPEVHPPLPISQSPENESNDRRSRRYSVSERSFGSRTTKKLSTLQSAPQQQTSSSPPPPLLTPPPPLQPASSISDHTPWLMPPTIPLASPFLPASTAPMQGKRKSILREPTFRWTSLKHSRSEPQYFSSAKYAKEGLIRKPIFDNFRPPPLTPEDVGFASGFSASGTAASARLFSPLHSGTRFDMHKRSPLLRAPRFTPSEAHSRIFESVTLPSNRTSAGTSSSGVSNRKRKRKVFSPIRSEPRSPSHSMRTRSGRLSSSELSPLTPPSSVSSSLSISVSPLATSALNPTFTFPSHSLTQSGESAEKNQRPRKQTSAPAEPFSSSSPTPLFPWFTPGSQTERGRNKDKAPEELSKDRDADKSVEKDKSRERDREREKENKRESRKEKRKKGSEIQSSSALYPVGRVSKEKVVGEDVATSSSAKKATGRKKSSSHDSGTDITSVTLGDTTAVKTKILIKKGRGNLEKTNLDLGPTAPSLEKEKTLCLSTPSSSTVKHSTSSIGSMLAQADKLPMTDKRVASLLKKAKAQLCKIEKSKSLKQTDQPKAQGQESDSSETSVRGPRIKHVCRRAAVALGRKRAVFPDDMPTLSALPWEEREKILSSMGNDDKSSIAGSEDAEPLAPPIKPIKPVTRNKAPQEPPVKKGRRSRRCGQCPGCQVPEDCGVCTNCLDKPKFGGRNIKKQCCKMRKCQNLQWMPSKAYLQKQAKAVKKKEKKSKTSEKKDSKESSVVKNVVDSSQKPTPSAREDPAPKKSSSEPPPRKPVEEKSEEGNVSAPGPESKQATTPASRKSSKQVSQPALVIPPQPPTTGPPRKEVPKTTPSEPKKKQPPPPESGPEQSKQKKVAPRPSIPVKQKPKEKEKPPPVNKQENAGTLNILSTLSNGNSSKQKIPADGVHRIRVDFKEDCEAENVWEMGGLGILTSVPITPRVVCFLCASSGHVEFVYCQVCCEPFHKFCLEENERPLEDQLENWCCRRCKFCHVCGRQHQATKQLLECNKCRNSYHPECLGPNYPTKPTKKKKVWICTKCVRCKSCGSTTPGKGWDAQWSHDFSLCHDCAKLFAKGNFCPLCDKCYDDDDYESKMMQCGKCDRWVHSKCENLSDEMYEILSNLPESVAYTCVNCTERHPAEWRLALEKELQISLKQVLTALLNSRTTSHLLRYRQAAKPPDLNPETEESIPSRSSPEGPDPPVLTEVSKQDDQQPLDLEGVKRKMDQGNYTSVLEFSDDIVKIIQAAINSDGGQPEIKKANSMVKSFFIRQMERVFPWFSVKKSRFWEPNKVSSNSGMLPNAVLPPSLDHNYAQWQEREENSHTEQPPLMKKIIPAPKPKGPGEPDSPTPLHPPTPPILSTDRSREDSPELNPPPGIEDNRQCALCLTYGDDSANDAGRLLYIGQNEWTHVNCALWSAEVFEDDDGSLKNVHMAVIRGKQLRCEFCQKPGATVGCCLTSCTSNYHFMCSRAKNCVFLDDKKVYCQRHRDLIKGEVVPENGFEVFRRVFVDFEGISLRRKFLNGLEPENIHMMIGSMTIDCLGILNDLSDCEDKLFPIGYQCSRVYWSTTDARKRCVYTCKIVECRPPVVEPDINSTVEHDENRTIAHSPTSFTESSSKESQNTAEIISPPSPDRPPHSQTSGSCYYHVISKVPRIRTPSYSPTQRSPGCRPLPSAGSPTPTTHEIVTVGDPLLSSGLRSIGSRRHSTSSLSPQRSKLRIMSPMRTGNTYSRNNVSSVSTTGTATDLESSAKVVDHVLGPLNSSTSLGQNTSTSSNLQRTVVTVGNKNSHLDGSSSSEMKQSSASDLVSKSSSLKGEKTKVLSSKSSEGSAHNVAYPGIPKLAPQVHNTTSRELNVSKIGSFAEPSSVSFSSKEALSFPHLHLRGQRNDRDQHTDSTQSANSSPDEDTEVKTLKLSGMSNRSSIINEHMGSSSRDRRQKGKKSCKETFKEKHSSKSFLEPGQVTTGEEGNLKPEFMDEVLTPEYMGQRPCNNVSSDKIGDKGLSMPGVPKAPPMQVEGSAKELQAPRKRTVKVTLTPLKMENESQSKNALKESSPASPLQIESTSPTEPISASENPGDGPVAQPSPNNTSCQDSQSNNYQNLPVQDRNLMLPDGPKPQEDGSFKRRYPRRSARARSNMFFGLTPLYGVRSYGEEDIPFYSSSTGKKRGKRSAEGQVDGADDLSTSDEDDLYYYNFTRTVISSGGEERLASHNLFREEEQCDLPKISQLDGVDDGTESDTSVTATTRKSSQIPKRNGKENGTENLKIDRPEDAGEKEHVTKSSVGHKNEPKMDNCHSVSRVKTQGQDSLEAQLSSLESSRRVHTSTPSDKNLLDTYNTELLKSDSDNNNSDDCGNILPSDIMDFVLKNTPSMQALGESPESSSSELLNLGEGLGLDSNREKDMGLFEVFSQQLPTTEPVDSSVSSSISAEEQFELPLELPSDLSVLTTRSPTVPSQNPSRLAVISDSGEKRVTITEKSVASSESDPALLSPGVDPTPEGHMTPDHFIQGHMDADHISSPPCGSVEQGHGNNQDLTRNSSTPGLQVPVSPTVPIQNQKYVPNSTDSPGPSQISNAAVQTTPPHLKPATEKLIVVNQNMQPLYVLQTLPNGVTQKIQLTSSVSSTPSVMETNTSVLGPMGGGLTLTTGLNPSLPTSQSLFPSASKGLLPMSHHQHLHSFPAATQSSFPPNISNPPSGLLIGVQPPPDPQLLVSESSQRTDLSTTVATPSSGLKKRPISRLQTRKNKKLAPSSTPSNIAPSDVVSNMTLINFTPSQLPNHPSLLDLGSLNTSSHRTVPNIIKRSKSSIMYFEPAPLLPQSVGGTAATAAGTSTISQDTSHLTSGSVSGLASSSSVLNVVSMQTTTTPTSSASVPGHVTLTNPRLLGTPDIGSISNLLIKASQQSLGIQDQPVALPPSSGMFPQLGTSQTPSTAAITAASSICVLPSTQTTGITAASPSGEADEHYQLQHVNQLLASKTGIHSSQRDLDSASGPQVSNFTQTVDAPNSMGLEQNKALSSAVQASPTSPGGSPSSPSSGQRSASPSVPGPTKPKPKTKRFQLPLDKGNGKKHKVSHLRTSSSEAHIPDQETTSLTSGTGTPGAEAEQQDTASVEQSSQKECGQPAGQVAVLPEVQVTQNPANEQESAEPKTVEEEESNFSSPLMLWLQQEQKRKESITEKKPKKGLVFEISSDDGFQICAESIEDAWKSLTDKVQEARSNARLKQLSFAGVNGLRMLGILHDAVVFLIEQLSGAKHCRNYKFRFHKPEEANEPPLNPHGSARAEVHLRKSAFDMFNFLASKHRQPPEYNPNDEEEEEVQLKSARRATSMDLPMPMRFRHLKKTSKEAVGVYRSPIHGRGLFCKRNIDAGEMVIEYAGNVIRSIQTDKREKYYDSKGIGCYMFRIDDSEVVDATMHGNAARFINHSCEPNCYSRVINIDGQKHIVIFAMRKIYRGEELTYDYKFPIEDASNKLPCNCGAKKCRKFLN
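Steps: dispense CXXC domain solution (7 uM) → pin compounds or unlabeled HOX-A9 DNA control → 5 min ambient → add FLSN-HOX-A9 solution (50 nM) → spin → 30 min ambient → fluorescence polarization. Tris pH 7.5/NaCl/DTT/BSA buffer.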
KCNH2 WT inh: inhibitors of human wildtype KCNH2 potassium channel; U2OS, BacMam KCNH2, thallium flux FluxOr; stronger effect = lower value; activity change, % at 1.84 µM; actives 0.37% (n = 340,000);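 active means maximum activity change below -70%; inconclusive means maximum activity change between -70% and -50%; inactive means maximum activity change above -50%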; further: on the % scale 0 is the no-effect control and ±100 the full control effect
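U2OS cells transduced with wild-type KCNH2 virus are loaded with FluxOr dye for 45 min, and thallium flux is measured in kinetic reads before and after stimulation buffer. Rate constants are normalized to DMSO controls.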
Tb PFK inh: inhibitors of T. brucei phosphofructokinase; T. brucei PFK, ADP-Glo luminescence; AID 485367; Potency, µM (series often up to 57.5 µM), for inactives: top-dose activity, negative = inhibition, hits mostly inhibitors; actives 0.17% (n = 330,000); O15648;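 further: potency means the concentration at half of the fitted maximal effect; 0% = uninhibited 1x PFK enzyme wells and -100% = no-enzyme wells; nearly all actives have a fitted effect of over 60% in size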
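Luminescent ADP detection (ADP-Glo, two-step: ATP depletion then ADP-to-ATP conversion for luciferase) reported PFK activity after 45 min room-temperature reaction of 1.25 nM enzyme with 0.5 mM F6P and 0.1 mM ATP at pH 8.0.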
FBPA coupling cs: counter-screen for Giardia aldolase inhibitors: coupling enzyme system. actives 0.67% (n = 290,000). activity change, negative = inhibition, % at 58.2 µM, hits read low. coupling enzyme system counterscreen, AmpLite Red fluorescence; in the data active means activity change below about -30%; further: on the % scale 0 is the no-effect control and ±100 the full control effect
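Counterscreen lacking aldolase: glyceraldehyde-3-phosphate coupling-enzyme reagent preincubated 10 min at RT with compound (at 57.5 uM final), then substrate/coupling system with AmpLite Red added; fluorescence read at 525/598 nm after 20 min RT.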
Starred values were filed as active, the others as inactive; i = inactive; ? = inconclusive; · = not tested or not shown; & = joins results of further samples; [ ] = dose if it differs, or a comment. Unless noted, the call rests on the fitted dose curve; in most records, active means well fitted curve in the direction sought with a large enough effect; inconclusive means small, poorly fitted or top-dose-only effect, or another doubt; inactive means no such curve, though single readings can be large; an effect the other way counts as inactive or inconclusive.

no.	compound	BCR signal inh	Giardia kill	AT treatment	GALK inh	TSHR antag	TCR activator	MLL CXXC-DNA inh	KCNH2 WT inh	Tb PFK inh	FBPA coupling cs
1	Cc1ccc(S(=O)(=O)Nc2ccc(O)c3cccnc23)cc1	?	-14	-3%	-1%	15	-2%	23%	-6	-10%	-7
2	CNC(=S)N1CCN=C1Nc1nc(C)cc(C)n1	-2%	-6	-1%	1%	-6	-1%	3%	-2	0%	0
3	Cc1ccc(NC(=O)c2ccc(OC(=O)c3ccco3)cc2)cc1	-3%	-26	1%	0%	1	1%	80%[activator]	2	-2%	1
4	Cc1cc(=O)oc2cc(OCCC[n+]3ccccc3)ccc12	?	-21	-4%	-2%	11	-1%	3%	-2	2%	2
5	O=C(Nc1nc(-c2cccs2)c(-c2cccs2)s1)C1(c2ccccc2)CC1	24%	-8	2%	0%	17	-2%[46.1 µM]	5%	7	-6%	-2
6	O=C(CCCOc1ccc(Cl)cc1Cl)N/N=C/c1ccco1	-4%	-4	-2%	4%	-1	-2%	-6%	0	-10%	-4
7	Oc1ccc(NC(=S)Nc2ccccc2)cc1	-5%&2%	-20&-5	8%	4%&1%	4&19	3%	?	17&1	-4%&0%	4&3
8	CC(C)n1nc(C(=O)N2CCN(S(=O)(=O)c3cccs3)CC2)c2ccccc2c1=O	0%	·	-5%	0%	-5	·	20%	·	0%	0
9	C/C=C/COC(=O)c1[nH]c2c(c1C)C(=O)CC(c1ccc(N(C)C)cc1)C2 (stereo not given)	-2%	-25	-1%	1%	-6	1%	10%	3	0%	-1
10	Cc1cc(C)cc(NC(=O)C2CCN(c3cnccn3)CC2)c1	?	-14	1%	2%	-8	9%	-8%	5	0%	-4

Shown field by field: entries from further up.
7	Oc1ccc(NC(=S)Nc2ccccc2)cc1
  BCR signal inh: -5%&2%; Giardia kill: -20&-5; AT treatment: 8%; GALK inh: 4%&1%; TSHR antag: 4&19; TCR activator: 3%; MLL CXXC-DNA inh: ?; KCNH2 WT inh: 17&1; Tb PFK inh: -4%&0%; FBPA coupling cs: 4&3
8	CC(C)n1nc(C(=O)N2CCN(S(=O)(=O)c3cccs3)CC2)c2ccccc2c1=O
  BCR signal inh: 0%; Giardia kill: ·; AT treatment: -5%; GALK inh: 0%; TSHR antag: -5; TCR activator: ·; MLL CXXC-DNA inh: 20%; KCNH2 WT inh: ·; Tb PFK inh: 0%; FBPA coupling cs: 0
9	C/C=C/COC(=O)c1[nH]c2c(c1C)C(=O)CC(c1ccc(N(C)C)cc1)C2 (stereo not given)
  BCR signal inh: -2%; Giardia kill: -25; AT treatment: -1%; GALK inh: 1%; TSHR antag: -6; TCR activator: 1%; MLL CXXC-DNA inh: 10%; KCNH2 WT inh: 3; Tb PFK inh: 0%; FBPA coupling cs: -1

Later entries:
no.	compound	BCR signal inh	Giardia kill	AT treatment	GALK inh	TSHR antag	TCR activator	MLL CXXC-DNA inh	KCNH2 WT inh	Tb PFK inh	FBPA coupling cs
11	CCc1nc(N2CCN(c3nc(C)cc(C)n3)CC2)c2oc3ccccc3c2n1	?	·	3%	-4%	-12	·	4%	·	1%	-2
12	Cc1cc(N2CCCCC2)n2nc(C)c(-c3ccccc3)c2n1	1%	2	2%	2%	-17	-25%	-6%	-2	0%	-1
13	COc1cccc(CNC(C)(C)CO)c1OCc1ccc(Cl)cc1	-3%	-25	3%	0%	3	-7%	-7%	7	2%	1
14	OCC1(C2=NOC(O)(C(F)(F)F)C2)CCCCC1 (stereo not given)	0%	-16	1%	4%	22	5%	0%	7	-1%	3
15	O=S(=O)(c1cccc2cccnc12)N1CCCCC1	-3%	-10	-1%	5%	14	·	4%	4	-23%	·
16	Cc1c(C(=O)Nc2nccs2)oc2c(Cl)cccc12	?	-5	0%	·	-5	-5%	·	-9	3%	·
17	CNS(=O)(=O)c1ccc2c3c(cccc13)C(=O)N2	-6%	-11	-11%	0%	20	-2%	-1%	-3	-1%	-1
18	N#Cc1c(Oc2ccc3ccccc3c2)sc(C(=O)c2ccccc2)c1N	-7%	-3	6%	-2%	-11	-2%	6%	0	-2%	-1
19	N#Cc1ccc(CSc2nnc(-c3ccncc3)o2)cc1	6%	-23	20%	-2%	0	0%	-5%	i	-1%	2
20	Cc1ccc(-c2nnc(SC(C)C#N)n2N)cc1 (stereo not given)	12%	-4	-8%	0%	6	3%	-2%	1	-6%	3
21	COc1ccc(COC(=O)N/N=C(\C)CC(=O)Nc2ccc(Cl)cc2)cc1	?	5	-3%	0%	5	2%[46.1 µM]	13%	26	-1%	3
22	C=CCc1ccc(OCCOCCNCCOC)c(OC)c1	?	5	6%	0%	4	-3%	2%	-22	1%	-4
23	O=C(Nc1ccc(Cc2ccncc2)cc1)c1ccc(S(=O)(=O)N2CCOCC2)cc1	1%	8	-3%	-3%	-8	-1%	7%	1	-7%	0
24	CN(C)c1ccc(P(=O)(OCc2ccccc2)C(O)c2cccnc2)cc1 (stereo not given)	2%	4	-1%	-3%	11	3%	0%	7	24%	4
25	O=C(Nc1cc(Cl)ccc1O)C1CC(c2ccccc2Cl)=NO1 (stereo not given)	?	75[activator]	-1%	0%	-11	·	-13%	-12	0%	0
26	CCOC(=O)CNC(=O)CSc1ccc(-c2nc3ccccc3[nH]2)cn1	9%	-7	-2%	2%	-2	2%	1%	-9	9%	0
27	CCC(C)c1ccc(OCc2ccc(C(=O)O)o2)cc1 (stereo not given)	?	-6	0%	11%	-2	4%	11%	16	1%	18
28	COc1ccc(NC(=S)NCc2cccs2)c(OC)c1	?	3	1%	1%	-1	1%[46.1 µM]	9%	-9	-3%	0
29	CC(NC(=O)COC(=O)CCNC(=O)c1ccco1)C12CC3CC(CC(C3)C1)C2 (stereo not given)	-4%	3	3%	8%	31	2%	0%	-3	0%	2
30	COCCNC(=O)c1ccc2c(Cl)c3c(nc2c1)CCC3	?	-14	4%	·	11	-5%	13%	-7	9%	1

The list goes on; it opens with the 2 that closed the last part.
no.	compound	BCR signal inh	Giardia kill	AT treatment	GALK inh	TSHR antag	TCR activator	MLL CXXC-DNA inh	KCNH2 WT inh	Tb PFK inh	FBPA coupling cs
29	CC(NC(=O)COC(=O)CCNC(=O)c1ccco1)C12CC3CC(CC(C3)C1)C2 (stereo not given)	-4%	3	3%	8%	31	2%	0%	-3	0%	2
30	COCCNC(=O)c1ccc2c(Cl)c3c(nc2c1)CCC3	?	-14	4%	·	11	-5%	13%	-7	9%	1
31	C=CCN1C(=O)SC(Cc2cccc(OC)c2O)C1=O (stereo not given)	0%	7	-3%	2%	0	-31%	-4%	1	2%	6
32	COc1ccc(N2CCN(CC(=O)Nc3c(C)cc(C)cc3C)CC2)cc1	?	-5	0%	5%	-3	-5%	-1%	14	2%	0
33	COc1ccc(/C=N/Nc2cc(N3CCCC3)nc(N3CCCC3)n2)cc1	25%	-10	3%	-2%	-1	8%	20%	18	-2%	-40*
34	O=C(NC1CC1)C1CCN(C2CCN(C(=O)/C=C/c3ccc(F)cc3)CC2)CC1	?	-1	6%	2%	-4	0%	-3%	3	5%	1
35	Cc1nn(Cc2ccccc2)c(=O)n1N(C)c1ncc(C(F)(F)F)cc1Cl	0%	-22	1%	1%	-9	-5%	0%	-7	3%	1
36	COC(=O)c1ccsc1NC(=O)c1ccc2c(c1)OCCO2	3%	-9	0%	1%	-11	2%	-8%	7	0%	1
37	COc1ccc(CN=C(C#N)C2=C(O)c3ccccc3C2=O)cc1	?	10	-3%	6%	-12	-6%	-7%	-2	-4%	4
38	COc1ccc(C2N(C(C)=O)CCCN2S(=O)(=O)c2ccc(C)cc2)cc1 (stereo not given)	1%	15	0%	-1%	-1	1%	14%	10	0%	-3
39	CCC1CCCCN1CCNC(=O)C1CCN(S(=O)(=O)c2cccc3nsnc23)CC1 (stereo not given)	-1%	-1	-1%	3%	0	-12%	9%	15	-1%	·
40	COC(=O)C1=C(C)N=C2SC(C#N)=C(N)N2C1c1cccc(OC)c1 (stereo not given)	?	-21	-1%	-2%	0	-5%	22%	-9	2%	3
41	O=C(CSc1nc2ccc(NC(=O)CSc3nnnn3-c3ccccc3)cc2s1)Nc1ccccc1	-11%	7	-6%	·	13	4%[46.1 µM]	-1%	-14	-4%	1
42	Cc1ccc(CNC(=O)CCc2ccc(S(=O)(=O)NC3CCCCC3)cc2)cc1	12%	1	15%	1%	2	1%	12%	-2	2%	0
43	COc1cccc2cc(C(=O)NCc3ccc(F)cc3)c(=N)oc12	3%	-13	-2%	6%	12	-2%	3%	4	-8%	7

Single entries from the entries so far.
COC(=O)C1=C(C)N=C2SC(C#N)=C(N)N2C1c1cccc(OC)c1 (stereo not given) – KCNH2 WT inh = -9
Cc1ccc(CNC(=O)CCc2ccc(S(=O)(=O)NC3CCCCC3)cc2)cc1 – TCR activator = 1%
